CYP2C9 inhib: blockers of cytochrome P450 2C9 activity – biochemical, luminescence, ADME assay, primary screen. 96,000 tested, 20% active. inhibition, % at 5 µM. P11712. CYP2C9 Supersomes, luciferin-H conversion;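 active means blocking of liver enzyme CYP2C9 beyond about 50% at 5 µM, limit read from the data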; further: values of inactives mirror those of a sister screen read the other way
Target sequence (P11712 whole entry, looked up): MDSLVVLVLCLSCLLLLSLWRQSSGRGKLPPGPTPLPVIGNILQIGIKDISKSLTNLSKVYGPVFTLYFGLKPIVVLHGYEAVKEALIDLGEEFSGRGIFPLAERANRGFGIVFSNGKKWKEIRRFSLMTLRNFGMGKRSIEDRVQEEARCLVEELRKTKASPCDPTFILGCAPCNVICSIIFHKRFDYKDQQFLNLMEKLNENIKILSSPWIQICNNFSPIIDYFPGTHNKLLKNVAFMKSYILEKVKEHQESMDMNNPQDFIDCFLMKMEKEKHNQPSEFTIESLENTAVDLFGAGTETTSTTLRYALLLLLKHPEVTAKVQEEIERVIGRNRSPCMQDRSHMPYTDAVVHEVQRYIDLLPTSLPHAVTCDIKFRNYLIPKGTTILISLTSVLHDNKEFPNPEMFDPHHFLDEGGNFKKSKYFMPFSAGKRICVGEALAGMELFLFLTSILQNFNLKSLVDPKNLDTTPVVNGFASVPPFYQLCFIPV
PostGolgi yeast: phenotypic screen on post-Golgi transport, primary screen; post-Golgi transport phenotypic cell assay; inhibition, % at 10 µM; 98,000 tested, 0.9% active; AID 739, 2007;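 further: yeast cells grown in 1536-well plates; yeast grown about 18 h at 30C before absorbance read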
DAT uptake mod: changed hDAT dopamine uptake under cocaine IC80, either direction, primary screen, cocaine antagonist project, cell-based, LLC-PK1 hDAT, [14C]-dopamine uptake, MLSMR; AID 449768, 2010; Sodium-dependent dopamine transporter (Homo sapiens), Q01959; LLC-PK1 hDAT cells, [14C]-dopamine uptake with cocaine IC80; actives deviate in either direction; B-score at 10 µM; 110,000 tested, 1.3% active;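 active means Z score or B-score, a plate-position-corrected score, falls beyond the plate's 99.7% confidence bounds, in either direction; inactive means both scores lie inside the 99.7% bounds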;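 further: scored against the spread of the other compound wells on the same plate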
Target sequence (Q01959 whole entry, looked up): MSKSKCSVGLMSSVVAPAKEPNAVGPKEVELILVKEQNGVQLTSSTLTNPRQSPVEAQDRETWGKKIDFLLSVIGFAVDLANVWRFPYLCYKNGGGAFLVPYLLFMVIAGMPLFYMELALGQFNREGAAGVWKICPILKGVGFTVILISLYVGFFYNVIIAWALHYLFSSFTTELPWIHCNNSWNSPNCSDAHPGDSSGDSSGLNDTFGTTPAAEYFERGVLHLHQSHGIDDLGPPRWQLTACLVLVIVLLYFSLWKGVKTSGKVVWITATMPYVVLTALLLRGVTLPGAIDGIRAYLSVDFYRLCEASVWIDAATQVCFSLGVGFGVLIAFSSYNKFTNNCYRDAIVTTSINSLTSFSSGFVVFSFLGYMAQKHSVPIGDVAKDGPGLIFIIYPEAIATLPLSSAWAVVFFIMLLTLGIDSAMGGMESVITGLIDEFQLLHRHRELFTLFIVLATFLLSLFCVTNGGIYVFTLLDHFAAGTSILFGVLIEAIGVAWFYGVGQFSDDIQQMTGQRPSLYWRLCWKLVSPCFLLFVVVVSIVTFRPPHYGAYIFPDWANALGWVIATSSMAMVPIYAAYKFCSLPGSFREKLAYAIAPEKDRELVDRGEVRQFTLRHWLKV
PTK2B oligo ant: antagonists of Pyk2 self-association, primary screen, Q293 cells, FERM NanoBiT luminescence, HTS; Protein-tyrosine kinase 2-beta (Homo sapiens), Q14289; stronger effect = lower value; z-score (the deposit names both 25 µM and 10 µM); 99,000 tested, 0.83% active;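 active means Z-score of -3 or lower, scaled per plate to the spread of control and sample wells; inactive means z-score above -3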;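 further: negative z-score means lost luminescence so less FERM oligomerization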
PostGolgi ctrl: growth inhibition of yeast control strain, primary screen, counter-screen for post-Golgi transport modulator project. efflux-deficient yeast background strain, growth absorbance A615, 16 h. inhibition, % at 10 µM. 98,000 tested, 5% active. AID 738, 2007
PTPN22 inh 2: PTPN22 phosphatase inhibitors, primary screen, biochemical, DiFMUP fluorescence, 2 µM | recombinant LYP catalytic domain | inhibition, % at 2 µM | 96,000 tested, 0.21% active;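 active means inhibition at 2 µM at or above a set limit, the screen mean plus 3 SD, cut at about 24% in these data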;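 further: 0% = DMSO with enzyme and 100% = enzyme fully blocked by orthovanadate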
Ecoli WT expand: growth inhibitors of wild-type E. coli, primary screen, strain BW25113, expanded library, OD600; OD600 absorbance; growth inhibition, % at 100 µM; 98,000 tested, 0.15% active;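 active means growth inhibition above about 50% at one test dose, limit read from the data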;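 further: growth measured after 20 h incubation at 37 °C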
CYP2C9 activ: human CYP2C9 activators, primary screen, biochemical, luminescence; Cytochrome P450 2C9 (Homo sapiens), P11712; recombinant CYP2C9, luciferin-H conversion; stronger effect = higher value; factor 1 = untreated enzyme, 0 = blocked; activation factor at 5 µM; 96,000 tested, 1.4% active;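 active means activation factor of 2 or more for CYP2C9 at a 5 µM dose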;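 further: 0 = sulfaphenazole-blocked wells and 1 = vehicle-only wells; values of inactives mirror those of a sister screen read the other way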
LYP act: LYP phosphatase activators, primary screen, biochemical, DiFMUP fluorescence, 2 µM | Tyrosine-protein phosphatase non-receptor type 22 (Homo sapiens), Q9Y2R2 | recombinant LYP; 0 = plate median, 100 = signal doubled | activation, % at 2 µM | 96,000 tested, 0.11% active | AID 697, 2007;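 active means activation at 2 µM above a set limit, the mean plus 5 SD, cut at about 37% in these data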
* = called active by the depositor; x = not tested or not shown. Unless noted, no stated cut-off is given here; in the data, active means inhibition above about 30%; inactive means the rest. Compounds were not picked by outcome; overall some 24% were active at least once.

The line under a structure holds: CYP2C9 inhib, PostGolgi yeast, DAT uptake mod, PTK2B oligo ant, PostGolgi ctrl, PTPN22 inh 2, Ecoli WT expand, CYP2C9 activ, LYP act
COc1ccc(CNC(=O)CSc2nc(-c3ccccc3)cc(-c3cccs3)c2C#N)cc1
→ 69*, 1, -0.5, 0.3, 4, -10, -6, 0.3, 10
Cc1ccc(N2C(=O)C3C(c4ccccc4)(C2=O)C3(c2ccccc2)c2ccccc2)cc1 (centres undefined)
→ 28, -18, 0.68, -1.3, -1, 1, -4, 0.7, 1
CN(C)Cc1nc2c([nH]1)c(=O)n(C)c(=O)n2C
→ 6, 3, 0.35, x, 3, -7, -9, 0.9, 4
COc1ccc(/C(O)=C2/C(=O)C(=O)N(CCCC(=O)O)C2c2ccc(OC)c(OC)c2)cc1 (centres undefined)
→ 1, -1, -1.1, 0.49, -8, -5, 5, 1, 4
CC(C)OC(=O)C1C(=O)CC(C)(O)C(C(=O)OC(C)C)C1c1cccc(O)c1 (centres undefined)
→ 22, 0, x, -0.12, 7, 1, 2, 0.8, -4
Cc1ccc(S(=O)(=O)NCC(=O)NC2CCCCCC2)cc1
→ 28, 2, 1.6, -0.58, -3, -8, 13, 0.7, 11
COC(=O)c1ccccc1NC(=O)c1ccc(-c2ccc(Br)cc2)o1
→ 31, 3, x, 0.32, 10, -16, -10, 0.7, 18
COc1ccc(C(=O)NC2(C(F)(F)F)C(=O)N(Cc3ccco3)C3=C2C(=O)CC(C)(C)C3)cc1OC (centres undefined)
→ 3, -5, -0.24, 0.12, -1, 13, 3, 1, -10
Oc1ccccc1Nc1nc(NCC2CCCO2)c2ccccc2n1 (centres undefined)
→ 42, -6, x, -2.5, 0, -1, 11, 0.6, -1
CC(=O)c1c(C)[nH]c(C(=O)OCCCCN2C(=O)c3ccccc3C2=O)c1C
→ 70*, 6, -0.31, -2.5, 11, -17, -11, 0.3, 16
COCCn1c(C)cc(C(=O)COC(=O)CCN2C(=O)c3ccccc3C2=O)c1C
→ 14, 5, 0.0082, -0.1, 13, 0, -2, 0.9, 3
COC(=O)C(CC(C)C)NC(=O)c1cc(OC)c(OC)c(OC)c1 (centres undefined)
→ 11, 4, -0.21, 0.75, 14, x, 6, 0.9, x
O=C(CSc1nc2[nH]ncc2c(=O)n1-c1ccccc1)N1CCCc2ccccc21
→ x, 0, 0.82, x, -4, -2, 5, x, 0
COc1ccc(CNC(=O)CSc2nnc(Cn3nnc4ccccc43)n2C)cc1
→ 2, 23, -0.16, 1.3, -5, 5, 4, 1, -8
CCc1cc(OCCN2C(=O)NC(C)(C)C2=O)ccc1Cl
→ 42, -4, 0.0018, -0.67, 0, -1, 8, 0.6, 5

Part of the list above, showing only CYP2C9 inhib and Ecoli WT expand:
SMILES	CYP2C9 inhib	Ecoli WT expand
CC(=O)c1c(C)[nH]c(C(=O)OCCCCN2C(=O)c3ccccc3C2=O)c1C	70*	-11
COCCn1c(C)cc(C(=O)COC(=O)CCN2C(=O)c3ccccc3C2=O)c1C	14	-2
COC(=O)C(CC(C)C)NC(=O)c1cc(OC)c(OC)c(OC)c1 (centres undefined)	11	6

Continuation:
The line under a structure holds: CYP2C9 inhib, PostGolgi yeast, DAT uptake mod, PTK2B oligo ant, PostGolgi ctrl, PTPN22 inh 2, Ecoli WT expand, CYP2C9 activ, LYP act
COC(=O)c1ccc(Cn2cnc3ccccc3c2=O)cc1
→ 27, 0, 0.027, 1.1, -5, x, -11, 0.7, x
COC(=O)C1=C(C)NC2=C(C(=O)CC(C)(C)C2)C1c1ccccn1 (centres undefined)
→ x, x, 0.19, 0.46, x, 11, x, x, -9
CC1=CC(=O)C(C(C)C)=C/C1=N/OC(=O)c1cccc([N+](=O)[O-])c1
→ 53*, -5, -0.74, 0.37, 18, -1, 2, 0.5, 1
COc1ccc(C(=O)Cn2nnc(-c3ccccc3NC(=O)c3ccco3)n2)cc1
→ 17, 1, 0.077, -0.28, 10, -2, -4, 0.8, 0
CCN(C(=O)CN1CCN(c2ccccc2O)CC1)c1c(N)n(Cc2ccccc2)c(=O)[nH]c1=O
→ 5, -3, 0.89, -0.09, 16, -5, 5, 1, 6
Cc1cc(-c2nnco2)c(C)n1-c1ccccc1
→ 30, 6, -0.84, 1.4, 2, 1, 2, 0.7, -3
CCn1c(=O)n(CC)c2cc(S(N)(=O)=O)c(C)cc21
→ -24, -1, 1.9, 0.88, 6, -5, 7, 1.2, 2
CNc1oc(Cc2cccc3ccccc23)nc1C#N
→ 34, 17, -0.6, 0.16, 10, 9, 11, 0.7, -10
Brc1ccc(-c2nc(-c3cccnc3)no2)o1
→ 47, -3, 0.013, -0.61, -4, 0, -2, 0.5, -2
Cc1cc2ccc(C)c(C)c2nc1SCC(=O)c1cccs1
→ 30, -6, -1.2, -0.37, 10, 4, -20, 0.7, -1
COC(=O)CNS(=O)(=O)c1ccc(OC)cc1
→ 0, -3, -1.2, 3.9, -2, -2, 1, 1, 2
Cc1cc(C)n(C(=O)CSc2ccc(Cl)cc2)n1
→ 17, 7, -1.1, 1.3, -3, 4, -14, 0.8, -4
CC1Cc2ccccc2N1CC(=O)Nc1ccc2c(c1)OC(F)(F)O2 (centres undefined)
→ 72*, -8, -0.59, -1.1, 18, -7, -13, 0.3, 2
Cc1ccc(C2CC(=O)Nc3cc4c(cc32)OCCO4)s1 (centres undefined)
→ 35, -1, 0.44, -0.57, 16, 0, 3, 0.7, 3
O=C(Cn1nnc2ccccc21)N/N=C\C=C\c1ccccc1
→ 8, 12, -0.52, -0.66, 3, -8, -6, 0.9, 10
CCn1cc(C(=O)NCC2CCCO2)c(=O)c2cc(S(=O)(=O)N(C)C)ccc21 (centres undefined)
→ x, 3, -0.059, x, 6, 4, -13, x, -6
O=C(OCC#CCSc1nnc(-c2ccccc2)o1)c1cccs1
→ 2, -7, -0.96, 1.7, 8, 3, -19, 1, -5
CCCCCCSc1nc(O)c(C2OC(=O)c3c2ccc(OC)c3OC)c(=O)n1-c1ccccc1 (centres undefined)
→ 39, -6, 0.59, -0.64, 12, 0, -2, 0.6, 0
COC(=O)COc1ccc(S(=O)(=O)Nc2ccc3c(c2)OCCO3)cc1Cl
→ 92*, -3, -0.084, -0.25, 1, -2, 5, 0.1, -1
CCC(=O)N1CCN(c2ccccc2NC(=O)COc2ccccc2Cl)CC1
→ 94*, 2, -0.16, -2.3, 14, -14, -3, 0.1, 16
CCn1c(Cc2ccc(OC)cc2)nnc1SCC(=O)Nc1nc2ccccc2s1
→ 20, 3, -0.91, 0.28, 3, 0, -3, 0.8, 1
CCc1nc(SCC(=O)NCCc2ccccc2)n[nH]1
→ -1, -6, 0.24, -0.02, 0, -5, -5, 1, 0
O=C(NCc1ccco1)c1ccc2c(c1)C(=O)c1ccccc1-2
→ -15, -4, -0.33, -0.31, -7, 0, 7, 1.2, 1
C=CCNC(=S)NNC(=O)C(CCCC)CC(C)(C)O (centres undefined)
→ x, x, 0.58, 0.48, x, -7, x, x, 6
O=C(Nc1nccs1)c1c(O)c2cccc3c2n(c1=O)CCC3
→ 7, 1, 0.097, x, 4, -8, -14, 0.9, 8
CCCCCN1C2=NCCN2c2ccccc21
→ x, x, 0.18, -0.43, x, 11, x, x, -11
O=C(Nc1cccc(Cl)c1)N1CCN(C/C=C/c2ccccc2)CC1
→ 62*, 40*, 2.2, -0.1, 4, x, 18, 0.4, x
CC(=O)c1ccccc1OCCCN1CCCCC1
→ 7, -10, 0.25, 0.44, 3, -11, -6, 0.9, 8
CCc1cc[n+](-c2nc3ccccc3nc2C(=C=[N-])C#N)cc1
→ 1, 1, -1.1, 0.6, 1, -7, 2, 1, 4
COc1ccc(-c2nc3ncccn3c2Nc2ccc3c(c2)OCCO3)cc1
→ -7, -2, x, -0.31, -8, 4, 4, 1.1, -4
Cc1[nH]c2ccc(-c3nnc(SCC(=O)N4CCCc5ccccc54)o3)cc2c1C
→ 22, -2, -0.1, -2.4, 30, 2, -17, 0.8, -1
O=C(Cc1ccccc1)N/N=C/c1cccs1
→ -3, 14, 0.37, 1.4, 9, 6, 11, 1, -1
O=C(CN1CCC(c2nc3ccccc3[nH]2)CC1)Nc1ccc2c(c1)OCO2
→ 30, 1, 0.13, -0.75, 15, -1, 7, 0.7, 0
Cc1nc(NC(=O)c2csc3ccccc23)sc1C
→ -4, -7, -0.078, -1.3, 24, x, -13, 1, x
CCOC(=O)c1sc(=S)n(-c2ccc(C)cc2)c1SC
→ 6, 2, -2.1, -0.1, 8, 5, -2, 0.9, -3
CCC(CC)c1nnc(NC(=O)c2c(-c3ccccc3)noc2C)s1
→ 58*, -1, 0.75, x, 7, -2, -2, 0.4, 0
O=C1CCCN1CCCNc1ncnc2c1[nH]c1ccc(Cl)cc12
→ 20, 1, -0.31, -0.8, 2, -2, 14, 0.8, 6
COc1cccc(-n2nnnc2S(C)(=O)=O)c1
→ 2, 17, -0.027, -1.8, 30*, -8, 33, 1, 5
CCn1c(SCC(=O)Nc2cc(C)on2)nnc1-c1ccc(S(=O)(=O)N2CCN(C)CC2)cc1
→ 13, 8, 0.19, 1.4, -2, -5, -10, 0.9, 7
COCC(N)(c1ccccc1)c1nc2ccccc2n1C (centres undefined)
→ 2, 4, -0.017, 0.07, -6, -1, 1, 1, 0
FC(F)(F)c1cccc(N2CCN(C(=S)NC3CCCC3)CC2)c1
→ -4, 7, 0.015, 1.1, -9, 1, 1, 1, 3
O=C(NCc1ccc(Cl)cc1)c1ccc(Br)o1
→ 59*, 4, -1.1, x, 11, 4, 19, 0.4, -6
O=c1ccc(/C=C/c2ccccc2)nn1Cc1ccc(Cl)cc1Cl
→ 42, -11, 0.049, 0.71, 24, 0, -13, 0.6, 0
Cc1ccc(C2NC(=O)c3ccccc3N2)s1 (centres undefined)
→ 7, -3, -0.41, -0.13, 11, -1, 13, 0.9, 1
COc1ccc(NC(=O)N2CCC(c3ccccc3)C2)c(OC)c1 (centres undefined)
→ -109, -3, 0.79, x, -1, -19, -10, 2.1*, 16
COC(=O)CSc1ccc(-c2nc3ccc(C)cc3[nH]2)cn1
→ 18, -1, -0.51, 0.14, -7, -7, -1, 0.8, 9
Cc1ccc(S(=O)(=O)N2CCN(C)CC2)cc1-c1nnc2c3ccccc3c(C)nn12
→ 12, 4, 0.2, 1.8, 2, -6, 3, 0.9, 4

Single records, as listed above. Values in the order: CYP2C9 inhib | PostGolgi yeast | DAT uptake mod | PTK2B oligo ant | PostGolgi ctrl | PTPN22 inh 2 | Ecoli WT expand | CYP2C9 activ | LYP act
COc1cccc(-n2nnnc2S(C)(=O)=O)c1 is listed with 2 | 17 | -0.027 | -1.8 | 30* | -8 | 33 | 1 | 5
CCn1c(SCC(=O)Nc2cc(C)on2)nnc1-c1ccc(S(=O)(=O)N2CCN(C)CC2)cc1 is listed with 13 | 8 | 0.19 | 1.4 | -2 | -5 | -10 | 0.9 | 7
O=C(NCc1ccc(Cl)cc1)c1ccc(Br)o1 is listed with 59* | 4 | -1.1 | x | 11 | 4 | 19 | 0.4 | -6
Cc1[nH]c2ccc(-c3nnc(SCC(=O)N4CCCc5ccccc54)o3)cc2c1C is listed with 22 | -2 | -0.1 | -2.4 | 30 | 2 | -17 | 0.8 | -1
O=C(Cc1ccccc1)N/N=C/c1cccs1 is listed with -3 | 14 | 0.37 | 1.4 | 9 | 6 | 11 | 1 | -1

Source: PubChem BioAssay (several laboratories)
